GRP78 ERSR act: ER stress response induction in glioma; U87-MG GRP78 promoter luciferase reporter, 16 h; Potency, µM, without a hit: at the top dose activation, most hits filed as activators; hit rate 0.02% among 420,000; AID 602332; also: potency is read from the fitted curve at half-maximal effect; series mostly up to about 76 µM; % of control where 0% means no effect; nearly all actives have a fitted effect of over 35% in size
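Stably transfected U87-MG human glioma cells carrying a GRP78-based luminescent sensor were seeded at 1000 cells/well, pin-dosed with compounds and incubated 16 h. Luciferase reagent was then added, and end-point luminescence was read after 10 min at room temperature.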
D1 agonist: human D1 receptor agonism | HEK293 T-REx D1 cells, calcium flux, agonist mode | activation, % at 2 µM | hit rate 1% among 360,000 | AID 504660; in the data active = activation above about 30%; also: 0% is about no effect
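Agonism was scored from calcium flux recorded over 180 s (1 read/s) after pintool compound addition, following a 10-cycle baseline. Cells were inducible force-coupled HEK293 TREx D1, plated overnight at 30 C and loaded with no-wash calcium dye.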
LDHA inh: LDHA (human) enzyme inhibition; activity change, % (values are at about 110 or 230 µM); hit rate 0.15% among 480,000; purified LDHA, NADH/diaphorase-resazurin fluorescence; active compounds read low; in the data active = activity change below about -30%; inconclusive = mostly about -25% to -30%;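 also: plate controls were DMSO wells for no effect and wells without enzyme for full effect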
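Resorufin fluorescence (ex540/em590), read at 0 and 20 min after diaphorase/resazurin addition, reports the NADH left after a 5 min room-temperature reaction of 2 nM human LDH5 with 0.06 mM NADH and 0.2 mM pyruvate.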
Vif-APOBEC3G blk: blocks the Vif interaction with human APOBEC3G; Q9HC16; HeLa A3G-eYFP + Vif (tagged APOBEC3G with the HIV-1 protein that degrades it), YFP fluorescence, overnight; Potency, µM (doses to about 46.1 µM), without a hit: top-dose activity, negative = active, hits mostly inhibitors; hit rate 0.076% among 410,000; AID 602310;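 also: potency is read from the fitted curve at half-maximal effect; % is scaled to controls: 0 for no effect and ±100 for the full control effect; nearly all actives have a fitted effect of over 60% in size; hits raise eYFP signal because A3G escapes Vif-driven loss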
Target sequence (Q9HC16 whole entry, looked up): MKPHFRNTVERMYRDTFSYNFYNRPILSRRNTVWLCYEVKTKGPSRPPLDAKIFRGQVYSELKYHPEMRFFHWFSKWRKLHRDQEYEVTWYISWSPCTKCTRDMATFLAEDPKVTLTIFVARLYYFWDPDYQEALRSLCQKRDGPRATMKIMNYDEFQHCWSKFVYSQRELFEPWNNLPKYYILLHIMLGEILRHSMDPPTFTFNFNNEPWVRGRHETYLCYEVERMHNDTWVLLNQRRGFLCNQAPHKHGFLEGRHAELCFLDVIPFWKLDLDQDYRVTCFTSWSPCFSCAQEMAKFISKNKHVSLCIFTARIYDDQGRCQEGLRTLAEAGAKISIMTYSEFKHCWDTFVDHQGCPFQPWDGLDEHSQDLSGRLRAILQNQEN
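Read-out is eYFP fluorescence (Ex 488/Em 500-530) from Vif-expressing HeLa A3G-eYFP cells; more signal means A3G escaped Vif-mediated degradation. Cells plated overnight, compound pinned in, incubated overnight at 37 deg C.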
D2 potentiator: positively modulates the human D2 dopamine receptor allosterically; potentiation, % at 10 µM; HEK293 T-REx D2, calcium flux, EC20 dopamine potentiation; P14416; hit rate 0.34% among 340,000; AID 485347;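 active = potentiation over 3 SD above the plate norm, cut at about 30% in these data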; also: 0% is about no effect
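Primary screen. Calcium kinetics in induced HEK293 T-REx D2 cells: compound pre-addition 180 s, EC20 dopamine, 180 s more.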
Vif-APOBEC3F blk: blocks the Vif interaction with APOBEC3F | Potency, µM (top dose mostly 46.1 µM), for the others: at the top dose activity, negative = active | hit rate 0.2% among 390,000 | HeLa A3F-eYFP + Vif (tagged APOBEC3F with the HIV-1 protein that degrades it), YFP fluorescence increase; also: potency is read from the fitted curve at half-maximal effect; % of control where 0% means no effect; nearly all actives have a fitted effect of over 65% in size
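HeLa cells stably expressing Vif plus C-terminally eYFP-tagged A3F were seeded, incubated overnight at 37 deg C, dosed with compound, incubated overnight again at 37 deg C. Yellow fluorescence (Ex 488/Em 500-530) reported blocked Vif-mediated A3F-eYFP degradation.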
D1 PAM: human D1 dopamine receptor positive modulation | hit rate 0.036% among 360,000 | AID 504651 | potentiation, % at 10 µM | HEK293 TREx D1 cells, calcium flux, dopamine EC20 potentiation | P21728; in the data active = potentiation above about 30%; also: 0% is about no effect
D1 antag: blocks dopamine activation of the human D1 receptor | P21728 | HEK293 TREx D1 cells, calcium flux, dopamine EC80; active compounds read low | activity change, negative = inhibition, % at 10 µM | hit rate 3.2% among 360,000; in the data active = activity change below about -30%; also: % is scaled to controls: 0 for no effect and ±100 for the full control effect
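Tetracycline-induced HEK293 Trex D1 cells, force-coupled to calcium, dye-loaded; compounds added and read 180 s, then EC80 dopamine added and calcium flux tracked kinetically another 180 s.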
RXFP1 agonist: agonists of human relaxin receptor RXFP1; Q9HBX9; HEK293T-RXFP1 cAMP TR-FRET, 30 min; response scale: percent of porcine relaxin response, buffer zero; Potency, µM (titrated, usually from 57.5 µM), without a hit: top-dose activation, usual class: activators; hit rate 0.3% among 370,000; AID 2676; also: potency is read from the fitted curve at half-maximal effect; % is scaled to controls: 0 for no effect and ±100 for the full control effect; nearly all actives have a fitted effect of over 60% in size; many of its hits are not listed in these tables
Target sequence (Q9HBX9 whole entry, looked up): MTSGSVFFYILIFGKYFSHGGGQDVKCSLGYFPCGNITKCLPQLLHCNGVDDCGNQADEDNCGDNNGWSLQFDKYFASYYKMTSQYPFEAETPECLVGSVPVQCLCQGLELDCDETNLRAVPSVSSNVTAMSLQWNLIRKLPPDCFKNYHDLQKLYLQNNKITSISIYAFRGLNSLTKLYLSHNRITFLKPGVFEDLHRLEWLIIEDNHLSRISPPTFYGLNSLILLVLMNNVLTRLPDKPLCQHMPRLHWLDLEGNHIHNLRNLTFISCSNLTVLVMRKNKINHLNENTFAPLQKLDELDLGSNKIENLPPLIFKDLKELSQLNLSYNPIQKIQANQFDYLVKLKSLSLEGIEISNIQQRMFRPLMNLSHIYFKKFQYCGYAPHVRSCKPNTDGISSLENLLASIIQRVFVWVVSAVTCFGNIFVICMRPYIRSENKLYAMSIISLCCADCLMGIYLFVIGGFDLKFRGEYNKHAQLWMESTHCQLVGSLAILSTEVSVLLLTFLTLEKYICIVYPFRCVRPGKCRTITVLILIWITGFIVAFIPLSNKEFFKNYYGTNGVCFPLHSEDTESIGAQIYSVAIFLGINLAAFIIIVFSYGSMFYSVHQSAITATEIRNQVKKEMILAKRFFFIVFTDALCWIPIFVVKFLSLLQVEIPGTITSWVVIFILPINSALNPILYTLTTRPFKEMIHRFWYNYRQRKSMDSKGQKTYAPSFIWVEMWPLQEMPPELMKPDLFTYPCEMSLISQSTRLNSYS
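HEK293 cells stably expressing RXFP1, treated 30 min at 37C with compounds plus PDE4 inhibitor Ro 20174; cAMP measured by HTRF TR-FRET. Normalized to buffer and 29 nM porcine relaxin; EC50 by Hill fit.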
* marks the source's active call; other numbers are inactive results; ? = inconclusive; . = not tested or not shown; & = joins results of further samples. Unless noted, calls follow the shape of the dose curve; as a rule, active = well fitted curve in the direction sought with a large enough effect; inconclusive = small, poorly fitted or top-dose-only effect, or another doubt; inactive = no such curve, though single readings can be large; an effect the other way counts as inactive or inconclusive. The list is partial; count on the stated rates, not on these rows.

Value order: RXFP1 agonist	GRP78 ERSR act	Vif-APOBEC3G blk	LDHA inh	D1 antag	D2 potentiator	Vif-APOBEC3F blk	D1 PAM	D1 agonist
#1 CC(Cc1c[nH]c2ccccc12)C(=O)N1CCN(c2ccccc2F)CC1 (configuration not stated)
→ 2.1%	2%	2%	1	-5	3	7%	-2	1
#2 Cc1cccnc1NC(=O)CNC(=O)c1cccs1
→ 0.3%	-4%	0%	2	-7	9	7%	-1	1
#3 Cc1cc(NC(=O)c2cc(-c3cccs3)on2)no1
→ 2.3%	-3%	-1%	0	-42*	-8	-12%	-10	7
#4 CCc1cc(C(=O)Nc2ccccc2)cs1
→ 0.4%	1%	-2%	-4	-6	-5	-6%	1	3
#5 CCOc1ccc(S(=O)(=O)N2CN3CCN(C3)C2)cc1
→ -3.9%	-5%	-1%	-4	-2	3	-4%	-2	7
#6 Cc1nn(-c2ccccc2)c2[nH]c(=O)cc(C(F)F)c12
→ 1.1%	3%	-8%	-14	6	4	-2%	-1	-1
#7 CCOc1ccc(NC(=O)C(NC(=O)C2CCC(C)CC2)C(C)C)cc1 (configuration not stated)
→ 2.4%&-1.3%	-4%&-2%	-9%&-4%	1&0	-1&-3	3&11	-13%&-6%	-1&4	-2&5
#8 NS(=O)(=O)c1ccc(NC(=O)CSc2nc3ccccc3c(=O)n2Cc2ccncc2)cc1
→ .	1%	-17%	-6	.	.	7%	.	.
#9 COC(=O)c1sccc1NC(=O)CN(C)NS(=O)(=O)c1ccc(Cl)cc1
→ 0.1%	-1%	-7%	-7	-3	-2	0%	0	4
#10 NS(=O)(=O)c1ccc(NC(=O)c2ccc(S(=O)(=O)N3CCc4ccccc43)cc2)cc1
→ 1.6%	-6%	-3%	-2	9	3	0%	3	7
#11 Cc1cc(N/N=C2\CC(C)CC(C)(C)C2)nc2ccccc12 (configuration not stated)
→ 2.4%	3%	1%	-4	2	2	?	-2	2
#12 COc1ccccc1C(=O)NC(CCSC)C(=O)NCCCn1nc(C)cc1C (configuration not stated)
→ 1.5%	-3%	-2%	-2	-2	-3	0%	-4	4
#13 CCOC(=O)/C=C/C(=O)Nc1ccc(-c2nnc3n2CCCCC3)cc1
→ -1.6%	-1%	-17%	-9	1	0	5%	-4	0
#14 O=C(Cn1ncc2c([nH]c3ccccc32)c1=O)N1CCN(c2ccc(F)cc2)CC1
→ 1.4%	-2%	3%	-4	9	4	-4%	-5	1
#15 O=C(CN1CCCCCC1)Nc1ccccc1OC(F)F
→ -0.2%	-1%	-15%	-6	-9	-6	-12%	-7	1
#16 CNC(=O)C1CCC(=O)N1Cc1ccccc1Cl (configuration not stated)
→ 2.0%	-1%	2%	-8	4	-8	-1%	0	2
#17 Cc1ccc(C)c(N2CCN(C(=O)c3cc4c(=O)n(Cc5ccccc5)ccc4nc3C)CC2)c1
→ -0.5%	-4%	1%	-2	8	-10	-12%	-4	2
#18 COC(=O)CC1C(=O)NCCN1C(=O)CSc1nc2ccccc2o1 (configuration not stated)
→ 8.9%	-6%	3%	-10	0	1	9%	0	6
#19 O=C(CCNS(=O)(=O)c1cccc2nsnc12)N1CCc2ccccc21
→ 0.4%	-6%	-7%	-8	-20	3	2%	10	1
#20 CCOP(=O)(OCC)C(Nc1ccc([N+](=O)[O-])cc1)c1ccc(Cl)cc1 (configuration not stated)
→ 0.4%	-6%	-3%	0	-5	18	-3%	-2	6
#21 CCOC(=O)c1cc2sc(C)cc2n1CC(=O)Nc1cccc(C)c1C
→ 3.5%	-2%	0%	-8	6	17	-6%	-3	2
#22 O=C(CSCc1c(F)cccc1Cl)Nc1cccnc1
→ 1.2%	-1%	0%	-13	0	-10	0%	-8	9
#23 Cc1nc(Cl)cc(N/N=C/c2ccc(O)cc2)n1
→ -1.4%	2%	-1%	-13	0	8	2%	3	3
#24 COc1cccc(CNc2nc3nc4c(c(=O)n3[nH]2)CCC4)c1
→ -1.5%	-2%	1%	-3	-6	.	-7%	-1	4
#25 CC(=O)c1cc(-c2ccc(F)cc2)n(CCC(=O)Nc2cc(C)[nH]n2)c1C
→ -0.6%	2%	1%	0	-13	11	-6%	0	0
#26 CCOC(=O)C1(C)NC(c2ccc(N(C)C)cc2)C2C(=O)N(CC)C(=O)C21 (configuration not stated)
→ 0.6%	-2%	0%	14	3	0	-1%	2	1
#27 O=C(NCCOC(=O)c1ccccc1)c1ccccc1
→ -0.7%	0%	3%	0	-19	4	-1%	-10	3
#28 COc1cc2c3c(c1)-c1c(sn(-c4cc(OC)ccc4OC)c1=S)C(C)(C)N3C(=O)C2=O
→ -1.1%	1%	0%	0	1	-17	1%	-1	2
#29 COc1cc(/C=C/C(=O)O)ccc1OS(=O)(=O)c1cc(C)ccc1C
→ 0.7%	-2%	-3%	3	5	-7	1%	-8	6
#30 CC1C(=O)Nc2ccc(S(=O)(=O)NCc3ccc(N(C)C)cc3)cc2NC1=O (configuration not stated)
→ -4.4%	-1%	2%	9	14	16	-8%	0	6
#31 CCc1sc(C(=O)Nc2ccc(NC(C)=O)cc2)cc1C
→ 0.3%	-1%	-2%	-7	14	2	-2%	-7	3
#32 COc1ccccc1C(=O)NC1(C(F)(F)F)C(=O)Nc2c1c(=O)[nH]c(=O)n2CCc1ccccc1 (configuration not stated)
→ -13%	0%	-3%	1	-7	16	2%	-7	1
#33 CC(CCc1ccccc1)NC(=O)Cn1c(=O)nc(-c2ccccc2F)c2cc(Cl)ccc21 (configuration not stated)
→ 1.3%	-1%	1%	-3	11	1	-6%	3	3
#34 Nc1c(-c2ccsc2)cnc2ncnn12
→ 14%	-4%	-3%	0	5	3	-4%	-1	2
#35 CC(Sc1nnnn1-c1ccc(O)cc1)C(=O)NC1CCCCC1C (configuration not stated)
→ -1.7%	-1%	1%	-5	3	-10	-6%	-3	2
#36 O=C(COC(=O)c1nc(Cl)ccc1Cl)NC1CCCCC1
→ 0.1%	-7%	-2%	-1	27	14	-5%	-4	2
#37 CCOC(=O)c1ccc(NC(=O)c2cccc(S(=O)(=O)N3CCN(C(C)=O)CC3)c2)cc1
→ -1.0%	-6%	3%	-6	4	0	-4%	-4	1
#38 O=c1[nH]c(C(F)(F)C(F)(F)C(F)(F)F)no1
→ .	-6%	1%	-3	.	.	9%	.	.
#39 C=CCN1CN(S(=O)(=O)c2cccs2)c2nc3ccccc3nc21
→ 0.3%	5%	1%	2	4	6	1%	0	2
#40 O=C(NCCN1CCOCC1)c1csc2c1CCCC2
→ 0.1%	-4%	2%	2	10	-19	0%	-1	-2
#41 CCCN(C(=O)c1c(C)oc2ncnc(N3CCOCC3)c12)c1ccc(Cl)c(Cl)c1
→ 0.1%	-2%	-7%	-3	5	-4	-10%	0	0
#42 O=C(CCOc1ccccc1)Nc1ccc([N+](=O)[O-])cc1
→ -0.2%	2%	1%	-4	-19	-4	2%	-8	11
#43 NC(=O)N/N=C\c1cccs1
→ 5.0%	-2%	1%	-6	-18	16	6%	-4	3
#44 CCc1c(C)[nH]c2ccc(C)cc2c1=O
→ 1.8%	1%	3%	-3&1	8	-1	-7%	-7	2
#45 C[C@@H]1CN([C@@H](C)CO)S(=O)(=O)c2ccc(Br)cc2O[C@H]1CN(C)Cc1ccccc1F
→ .	-5%	-15%	-15	.	.	0%	.	.
#46 Cc1cccnc1NC(=S)NC(=O)/C=C/c1ccco1
→ -1.3%	1%	-11%	4	0	5	1%	-4	1
#47 COc1ccc(CCNC(=S)N2CCC(C(=O)c3ccc(F)cc3)CC2)cc1OC
→ 0.6%	-2%	2%	-1	-44*	9	-4%	-6	14
#48 Cc1cc2c(cc1S(=O)(=O)N1CC(C)CC(C)C1)OCC(=O)N2 (configuration not stated)
→ -0.6%	-4%	1%	1	6	-1	0%	-3	2
#49 CC(NC(=O)CSc1cccc(C(F)(F)F)c1)c1ccccc1 (configuration not stated)
→ -0.1%	-5%	0%	1	2	12	?	0	2
#50 CCOC(=O)Cc1nc(-c2ccc(Cl)cc2)n[nH]1
→ 1.3%	1%	0%	-6	-3	9	-7%	-3	1
#51 Cc1cc(=O)n2nc(N3CCC(C(=O)Nc4c(C)cccc4C)CC3)sc2n1
→ ?	-3%	5%	-2	-2	1	1%	-4	-1
#52 Cc1ccnc(Nc2nc(-c3c(C)nc4sccn34)cs2)c1
→ -0.7%	8%	0%	0	-5	4	0%	-2	0
#53 CCOC(=O)c1c(C)c(C(=O)NCCc2ccc(OC)cc2)c(C)n1C
→ 0.5%	-4%	-1%	-11	5	-5	0%	-6	-1
#54 COC(=O)c1ccc(NC(=O)c2cccc(NC(=O)c3ccco3)c2)cc1
→ 2.5%	-4%	-1%	-4	-12	9	3%	-3	2
#55 CN(C)S(=O)(=O)N(CC(=O)Nc1ccc(S(=O)(=O)N2CCCC2)cc1)c1ccccc1
→ -0.1%	-4%	-3%	2	-17	-6	4%	-1	4
#56 Nc1ccc(C(=O)N/N=C/c2cn(Cc3ccc(F)cc3)c3ccccc23)cc1
→ 1.6%	1%	-2%	-6	-17	3	4%	9	0
#57 CCN(C(=O)COC(=O)c1cc(S(=O)(=O)Nc2c(C)n(C)n(-c3ccccc3)c2=O)ccc1Cl)C1CCCCC1
→ -0.7%	2%	-9%	-2	-13	.	8%	-7	1
#58 Cc1ccc(C)c(Cn2nnc(C(=O)NCc3ccccc3)c2N)c1
→ -0.4%	-3%	-13%	-7	-6	6	?	-1	41*
#59 CN(C)S(=O)(=O)N1CCN(c2ccnc3cc(Cl)ccc23)CC1
→ -1.9%	-3%	2%	-5	-5	2	7%	-7	24
#60 OC1(c2cccnc2)CCN(Cc2nnnn2C2CCCCC2)CC1
→ 0.5%	-6%	-5%	-6	-3	2	6%	0	3
#61 CN(C)Cc1c(C(=O)N/N=C/c2cccc(OCc3ccccc3)c2)nnn1-c1nonc1N
→ 1.5%	1%	2%	0	0	0	-8%	-2	11
#62 COc1ccc(-c2nc3nc(C)cc(Nc4ccc(C(C)=O)cc4)n3n2)cc1
→ 17%	0%	-17%	-3	-1	1	-11%	1	3
#63 CCCN(C(=O)c1cc2c(=O)oc3ccccc3c2s1)c1ccccc1C
→ 3.8%	-1%	-8%	-2	1	-2	-3%	-1	5

Screens (PubChem BioAssay)
